Screening results: PubChem BioAssay, several laboratories
Avidin bead fluor: compound fluoresces at 488/530 nm on avidin beads. compound fluorescence 488/530 nm, flow cytometry; active compounds read high. hit rate 0.38% among 220,000. fluorescence (KMESF) at 10 µM. AID 1775; in the data active means fluorescence above about 47; further: inactives centre near 10
GSH bead fluor: GSH bead compound fluorescence profile. fluorescence (KMESF) at 10 µM. GSH beads flow cytometry, compound fluorescence 488/530 nm; active compounds read high. hit rate 0.25% among 190,000; in the data active means fluorescence above about 89;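 further: glutathione beads carrying GST-tagged Bcl family fusion proteins plus one bare bead set; values are compound well signal with DMSO vehicle wells as background; inactives centre near 16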
Pf gamet viab: P. falciparum stage V gametocyte viability inhibition. P. falciparum stage V gametocytes, ATP luminescence, 24 h. inhibition, % at 10.9 µM. hit rate 0.065% among 150,000. AID 743093;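 active means inhibition above the mean plus 3 SD of compounds within the control limits, set per campaign, cut at about 38% in these data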;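 further: 0% = DMSO wells and 100% = medium only without gametocytes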
Bim-Mcl-1: disrupts Bim peptide binding to human Mcl-1. Q07820. Bead-based flow cytometry, Bim peptide-Mcl-1 binding. inhibition, % at 10 µM. hit rate 0.1% among 190,000; in the data active means inhibition above about 40%;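 further: 0% = no compound tracer wells and 100% = peptide blocker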
Target sequence (Q07820 whole entry, looked up): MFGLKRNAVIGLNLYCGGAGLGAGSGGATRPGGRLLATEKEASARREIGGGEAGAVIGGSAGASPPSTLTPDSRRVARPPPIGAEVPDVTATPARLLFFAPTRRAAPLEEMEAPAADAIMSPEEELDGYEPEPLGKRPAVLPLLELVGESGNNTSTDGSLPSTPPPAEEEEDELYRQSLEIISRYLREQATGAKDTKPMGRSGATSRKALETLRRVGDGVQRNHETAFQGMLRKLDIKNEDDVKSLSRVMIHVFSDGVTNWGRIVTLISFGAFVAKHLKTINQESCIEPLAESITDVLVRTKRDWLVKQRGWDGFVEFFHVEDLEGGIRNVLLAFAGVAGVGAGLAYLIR
Mcl1-Bid inh: Mcl-1/Bid interaction inhibition | Q07820 | TR-FRET Mcl-1/Bid-Dy647 peptide binding, 1536-well | inhibition, % at 21.7 µM | hit rate 0.97% among 220,000;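 active means compounds that cut the binding signal by more than half at the single screening dose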;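 further: His-tagged Mcl-1 with europium anti-His antibody binding Bid BH3 peptide; 0% = Mcl-1 plus peptide wells and 100% = peptide-only wells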
ABCB1 block: inhibitors of human ABCB1 transporter, ABCG2 counter-screen | P08183 | CCRF-Adr cells, JC-1 efflux, flow cytometry | inhibition, % at 6.6 µM | hit rate 0.067% among 190,000; in the data active means inhibition above about 40%;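 further: 0% = vehicle and 100% = reference inhibitor; higher value means more JC-1 retained so stronger ABCB1 efflux block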
RGS4-Gao reg: modulates binding of RGS4 to human Galphao. P09471. Multiplexed bead flow cytometry; actives lie on both sides. binding response (% of control), % at 10 µM. hit rate 0.33% among 220,000. AID 1415; in the data active means binding response below about 49% or above about 150%; inactive means in between;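 further: fluorescent Galphao activated with aluminum fluoride binding bead-coupled RGS4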
RGS8-Gao reg: modulates binding of RGS8 to human Galphao | P09471 | multiplexed bead flow cytometry; actives lie on both sides | response (percent of control binding), % at 10 µM | hit rate 0.34% among 220,000 | AID 1423; in the data active means response below about 60% or above about 140%; inactive means in between;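 further: Galphao activated as the GDP aluminium fluoride complex binding bead-coupled RGS8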
RGS7-Gao reg: modulates binding of RGS7 to human Galphao; P09471; Multiplexed bead flow cytometry; actives lie on both sides; binding response (% of control), % at 10 µM; hit rate 0.35% among 220,000; AID 1439; in the data active means binding response below about 49% or above about 150%; inconclusive means no clear call, values can overlap the other calls; inactive means in between;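 further: fluorescent Galphao held in activated GDP-AlF4 state binding bead-coupled RGS7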
Mcl1-Noxa inh: disrupts binding of human Mcl-1 to Noxa peptide | Q07820 | TR-FRET Mcl-1/Noxa peptide binding, 2 h | inhibition, % at 21.7 µM | hit rate 1.5% among 220,000 | AID 1022;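 active means compounds that cut the protein-peptide binding signal by more than 50% relative to plate controls in a single-dose test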;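 further: His-tagged Mcl-1 with rhodamine Noxa BH3 peptide and terbium anti-His antibody; 0% = Mcl-1 plus Noxa peptide wells and 100% = peptide-only wells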
ABCG2 block: human ABCG2 inhibition, ABCB1 as counter-screen; inhibition, % at 6.6 µM; IgMXP3 cells, JC-1 efflux, flow cytometry; hit rate 0.1% among 190,000; Q9UNQ0;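 active means inhibition above 80%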;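 further: 0% = DMSO and 100% = nicardipine control wells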
Target sequence (Q9UNQ0 whole entry, looked up): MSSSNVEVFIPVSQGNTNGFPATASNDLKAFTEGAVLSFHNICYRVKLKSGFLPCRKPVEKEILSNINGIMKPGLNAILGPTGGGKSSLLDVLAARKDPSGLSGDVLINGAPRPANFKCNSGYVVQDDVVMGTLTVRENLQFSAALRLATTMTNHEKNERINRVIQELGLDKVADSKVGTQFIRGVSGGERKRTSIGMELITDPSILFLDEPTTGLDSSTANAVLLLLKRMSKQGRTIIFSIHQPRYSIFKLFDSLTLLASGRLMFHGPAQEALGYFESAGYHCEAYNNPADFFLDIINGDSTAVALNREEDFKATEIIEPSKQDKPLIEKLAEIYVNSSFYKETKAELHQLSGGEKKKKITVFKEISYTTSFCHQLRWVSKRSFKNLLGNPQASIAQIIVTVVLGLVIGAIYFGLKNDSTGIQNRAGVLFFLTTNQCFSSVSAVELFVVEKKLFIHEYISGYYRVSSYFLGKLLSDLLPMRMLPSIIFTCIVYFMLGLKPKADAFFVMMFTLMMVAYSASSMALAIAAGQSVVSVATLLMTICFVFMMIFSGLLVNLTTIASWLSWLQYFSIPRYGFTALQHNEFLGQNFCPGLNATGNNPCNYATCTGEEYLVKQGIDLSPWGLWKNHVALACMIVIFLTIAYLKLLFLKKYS
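Incubation: cells with compound and JC-1, 10 min at 25 °C, rotating, no wash / Test system: IgMXP3 (ABCG2) plus far-red-tagged CCRF-Adr (ABCB1) cells / Compound dosing: one concentration, 6.6 µM final / Also added: JC-1 fluorescent substrate / Evaluation: efflux inhibition in percent versus controls / Detection: flow cytometry, 530 nm JC-1 signal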
* = called active by the depositor; ? = inconclusive; nt = not tested or not shown. The order is random (roughly 3.3% active in at least one column).

SMILES	Avidin bead fluor	GSH bead fluor	Pf gamet viab	Bim-Mcl-1	Mcl1-Bid inh	ABCB1 block	RGS4-Gao reg	RGS8-Gao reg	RGS7-Gao reg	Mcl1-Noxa inh	ABCG2 block
O=C(N/N=C/c1cn[nH]c1-c1ccc(Cl)cc1)c1ccc([N+](=O)[O-])cc1	10	9	-15	-3	-2	0.1	105	104	103	16	2
COc1ccc2nc(SCC(N)=O)cc(C)c2c1	13	8	nt	0	4	0.5	85	100	92	15	2
CCC(=O)Nc1cccc(NC(=O)c2cccc([N+](=O)[O-])c2C)c1	13	10	-22	-4	-17	-0.1	99	100	99	2	70
O=C(Cc1ccccc1)n1nc(-c2ccco2)nc1SCc1ccccc1	9	37	-22	-3	-5	0.5	109	104	106	17	2
COC(=O)C1C2C=CC3(CN(c4cccc(C)c4)C(=O)C13)O2 (centres undefined)	35	14	nt	-2	-32	0.1	101	99	101	15	2
O=C(NCCCN1CCOCC1)c1ccc(CS(=O)(=O)c2c(Cl)cccc2Cl)o1	6	19	nt	1	-8	-0.3	103	103	105	16	1
CCCCN(C)Cc1c(C)[nH]c2ccccc2c1=O	10	18	-1	-1	-31	0.0	97	96	98	-11	1
CN1CC(=O)Nc2ccc(F)cc2C1=O	24	16	nt	-1	20	0.1	97	97	94	4	3
Cc1cccn2c(CNCC3OCCc4ccccc43)c(C(=O)N3CCCCC3)nc12 (centres undefined)	4	10	nt	-5	-13	1.4	97	100	103	-3	0
CC(=O)Nc1sc(N/N=C\c2cccc(Cl)c2)nc1-c1cccs1	12	18	nt	-6	-10	-0.3	94	97	90	37	2
Cc1ccc(OCCCC(=O)Nc2ccc(N3CCOCC3)cc2)c(C)c1	15	21	-11	0	-36	0.7	101	102	101	2	3
Cc1cccc(C)c1NC(=O)CN(C)c1ccc(C(F)(F)F)cn1	13	9	-36	-2	-22	0.1	94	97	91	5	-1
O=C(COc1ccc(S(=O)(=O)N2CCCCC2)cc1)NCc1cccnc1	10	13	nt	3	-39	0.4	97	101	108	-20	1
CC(=O)c1sc(NC(=O)c2ccc(Cl)cc2)nc1C	8	nt	7	nt	-98	nt	98	102	?	-65	nt
CC1CN(C(=O)c2c([N+](=O)[O-])cnn2C)CC(C)O1 (centres undefined)	3	3	-7	-3	-24	-0.2	101	98	96	-13	0
CCC(=O)Nc1ccc(NC(=O)c2ccccc2Cl)nc1	10	5	-8	2	0	0.8	101	106	98	7	3
COC(C(=O)Nc1ccc(S(=O)(=O)Nc2c(C)cccc2C)cc1)c1ccccc1 (centres undefined)	14	14	11	-3	-8	0.3	102	100	102	6	3
Cn1ccnc1SCC(=O)Nc1ccc2c(c1)OC(F)(F)O2	10	15	nt	0	-15	-1.9	100	99	99	1	2
COc1ccccc1NC(=O)CSc1nnc(CNC(=O)c2ccco2)o1	37	13	nt	0	-10	0.5	101	100	95	-8	1
CC(=O)c1ccccc1OCCOCCOCCOc1ccccc1C(C)=O	11	8	3	-8	-14	0.8	98	100	94	-11	12
Nc1c2c(nc3sc4c(c13)CCCC4)CCCCCC2	5	8	nt	-3	-5	-0.1	99	102	95	13	13
COc1ccc(-n2nnnc2SCC(=O)Nc2nnn(C)n2)cc1	7	16	8	-1	-6	0.3	96	97	94	19	2
CC(C)C(=O)c1cc2c(cc1NC(=O)c1ccccc1)OCCO2	30	16	nt	0	0	0.4	103	100	100	3	1
Cn1c2ccc(CC(=O)O)cc2c2cc(CC(=O)O)ccc21	21	14	nt	0	2	0.5	114	98	108	23	2
CSc1nc(Oc2ccc3ccccc3c2)c2sccc2n1	15	30	nt	-3	13	-0.1	105	102	105	0	1
CC(C)CCNc1nc(N)c([N+](=O)[O-])c(NCC2CCCO2)n1 (centres undefined)	2	5	nt	-5	-18	-0.6	104	103	102	6	-1
Cc1sc(NC(=O)c2ccco2)c(C(c2cccnc2)N2CCN(c3ccc(F)cc3)CC2)c1C (centres undefined)	14	11	nt	1	-20	5.9	102	97	100	1	12
c1cnc(SCCCOc2ccc3ccccc3c2)nc1	9	17	nt	-1	32	0.3	92	84	84	25	2
O=C(C1CCC1)N1CCN(c2ccnc3cc(Cl)ccc23)CC1	9	nt	8	nt	-1	nt	102	101	?	0	nt
COCCn1c(C)cc(C(=O)CSc2ncnc3sc4c(c23)CCC4)c1C	10	57	nt	1	-7	0.7	97	97	97	-7	8
COCCN=c1scc(-c2cc(OC)c(OC)c(OC)c2)n1/N=C/c1c(C)[nH]c2ccccc12	7	11	nt	-5	-10	0.4	104	101	105	24	-3
O=c1oc(Nc2cccc(F)c2)nc2ccccc12	8	19	nt	0	6	0.4	102	102	99	13	15
CCOC(=O)c1ccc(NS(=O)(=O)c2ccc3c(c2)oc(=O)n3C)cc1	27	15	nt	-2	-3	-0.2	102	105	101	-3	0
COC(=O)c1ccccc1SC1CC(=O)N(c2ccccc2)C1=O (centres undefined)	5	9	nt	-5	-4	-0.2	102	101	100	22	0
CC/C(=N\NC(=O)c1ccc(-c2ccccc2)cc1)C12CC3CC(CC(C3)C1)C2	4	17	-33	1	-11	-0.3	95	97	90	6	0
COc1ccc(C(=O)CSc2nnc(Cn3cnc4ccccc43)o2)cc1	17	23	-23	0	-7	0.9	98	100	103	16	5
O=C(CN1C(=O)CC(c2ccccc2)=Nc2ccccc21)NCc1ccco1	-2	29	nt	-2	-30	0.5	3.2*	4.7*	1.6*	6	5
COc1ccc(OC)c(NC(=O)C2CCN(Cc3cnn(-c4ccccc4)c3-n3cccc3)CC2)c1	5	5	36	-5	-45	0.0	113	122	113	-8	0
CCOC(=O)C1(CCOc2ccccc2)CCN(Cc2cccc3nonc23)CC1	20	11	-5	-2	-12	1.2	98	103	102	-10	1
O=C(Cc1c(O)c2ccccc2[nH]c1=O)NC1CCCCCCC1	11	16	-1	-3	-24	-0.1	99	102	98	2	-1
COc1ccc(Br)cc1CN(C)CC(=O)Nc1cccc(S(N)(=O)=O)c1	11	13	10	0	-20	-0.3	98	100	97	9	2
CCN(c1ccc(C)c(C)c1)S(=O)(=O)c1ccc2c(c1)CCN2C(=O)CCC(=O)O	7	33	33	-3	6	0.2	104	102	102	6	1
CS(=O)(=O)N1CCCC(C(=O)NCc2ccco2)C1 (centres undefined)	34	17	nt	-1	-16	-0.1	101	102	97	13	0
COc1ccc(-c2cnnn2-c2ccc(N)cc2)cc1OC	5	22	nt	0	-30	0.2	103	105	104	-12	1
CCn1nccc1C(=O)Nc1cc(Cl)ccc1Cl	11	54	nt	0	-7	-0.1	102	99	103	4	1
CCCN(CCC)C(=O)C[n+]1cccc(/C=N/O)c1	6	9	-10	-3	2	0.0	98	101	104	9	-3
Cc1cc2c(ncn2C)c(NS(=O)(=O)c2ccccc2Cl)c1C	8	51	5	0	-1	0.0	101	106	103	2	1
COc1ccccc1NC(=S)N1CCc2cc(OC)c(OC)cc2C1	17	17	8	-5	-93	1.5	100	100	102	8	14
COc1ccc(/C=C/C(=O)c2cc(Br)ccc(=O)c2O)cc1	12	3	nt	16	8	-1.4	100	96	105	15	-4
Nn1c(SCc2ccccc2)nnc1-c1ccccn1	36	12	-34	-1	-14	-0.1	102	103	102	18	0
O=[N+]([O-])c1cc(S(=O)(=O)N2CCCC2)ccc1NCCc1ccccc1	9	4	-33	0	-18	1.6	103	104	99	15	27
Cc1ccc(-c2ccc(OCC(=O)N3CCOCC3)cc2)cc1	16	31	nt	-2	-7	0.1	101	106	104	14	2
CN1C(C(=O)NCc2ccc(OC(F)(F)F)cc2)CC2Cn3c(nc4ccccc43)C21 (centres undefined)	9	nt	-15	nt	-26	nt	104	102	?	-9	nt
N=C(N)SCc1nc2ccccc2c(=O)n1-c1ccccc1Cl	35	26	nt	-1	-3	-0.2	104	102	102	24	0
Cc1nc2ncnn2c(C)c1Cc1c(Cl)cccc1Cl	8	16	nt	3	-23	0.4	101	102	102	7	3
S=C(NCc1ccco1)NCC1CCCO1 (centres undefined)	10	11	10	22	-51	1.2	102	102	100	11	8
Cc1ccc(-c2noc(CCCC(=O)N3CCOCC3)n2)cc1	28	25	-7	-6	-10	1.4	99	100	99	-14	24
COc1ccc(Cl)cc1NC(=S)N1CCN(C(=O)C2CCCO2)CC1 (centres undefined)	7	12	18	-2	-70	2.4	98	100	95	11	6
CCOc1c(OC(C)=O)ccc(/C=C2\N=C(SCC)SC2=O)c1[N+](=O)[O-]	78*	27	nt	-5	-32	0.1	100	97	113	-8	4
O=S(=O)(c1ccc(Cl)cc1)N1CCC(N2CCOCC2)CC1	8	52	9	1	29	0.0	92	98	102	-1	-1
Carrying on.
SMILES	Avidin bead fluor	GSH bead fluor	Pf gamet viab	Bim-Mcl-1	Mcl1-Bid inh	ABCB1 block	RGS4-Gao reg	RGS8-Gao reg	RGS7-Gao reg	Mcl1-Noxa inh	ABCG2 block
CC1Cc2nc(SCC(=O)NC3CCCCC3)n(C)c(=O)c2S1 (centres undefined)	10	23	nt	-2	-6	1.9	95	100	98	8	11
Cc1ccccc1NC(=O)NC1(C(=O)N2CCOCC2)CCCCC1	9	9	-2	1	-4	0.5	101	100	101	4	1
CCCCOC(=O)C1CCCC(C(=O)OCCCC)N1 (centres undefined)	11	35	19	-4	13	0.1	95	96	95	5	25
COc1ccc(-c2nnc(SCc3nc4ccccc4s3)n2C(C)C)cc1	11	39	nt	-3	3	1.5	99	99	100	15	8
N/C(=N\OC(=O)CC1CCCCC1)c1ccccn1	10	22	20	-4	-1	0.4	100	97	101	6	2
Clc1cccc(Cl)c1CO/N=C/c1cccs1	7	nt	5	nt	-3	nt	99	100	?	5	nt
Nc1ccc2nc(-c3ccccc3)[nH]c2c1	42	18	-9	-3	-40	-0.3	102	102	105	13	-1
N#CC1=C(N)Oc2n[nH]c(-c3ccccc3)c2C1c1ccncc1 (centres undefined)	10	24	nt	-2	-20	-0.1	103	100	99	6	-2
O=c1[nH]c(O)c(/C=C2\C=Nc3ccccc32)[nH]1	2	nt	nt	nt	-30	nt	58	82	?	-3	nt
CC(=O)c1nc(N2C(=O)C3CC=C(C)CC3C2=O)sc1C (centres undefined)	12	49	-18	-2	-21	0.2	94	97	95	-19	1
CCCC1CCC(=NNS(=O)(=O)c2ccc(C)c([N+](=O)[O-])c2)CC1 (centres undefined)	13	18	nt	-3	-34	1.4	97	100	100	-7	14
O=C(CCCOc1ccccc1)Nc1nncs1	25	24	nt	0	-3	1.2	113	100	108	5	6

Part of the list above in order of SMILES length, high to low:
SMILES	Avidin bead fluor	GSH bead fluor	Pf gamet viab	Bim-Mcl-1	Mcl1-Bid inh	ABCB1 block	RGS4-Gao reg	RGS8-Gao reg	RGS7-Gao reg	Mcl1-Noxa inh	ABCG2 block
N#CC1=C(N)Oc2n[nH]c(-c3ccccc3)c2C1c1ccncc1 (centres undefined)	10	24	nt	-2	-20	-0.1	103	100	99	6	-2
CC1Cc2nc(SCC(=O)NC3CCCCC3)n(C)c(=O)c2S1 (centres undefined)	10	23	nt	-2	-6	1.9	95	100	98	8	11
N/C(=N\OC(=O)CC1CCCCC1)c1ccccn1	10	22	20	-4	-1	0.4	100	97	101	6	2
